CD11b adhes enh: increases human CD11b/CD18 adhesion to fibrinogen | P05107+P11215 | K562 CD11b/CD18 adhesion to fibrinogen, ATPlite luminescence | activation, % at 10 µM | hit rate 0.07% among 93,000;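 active means 10 µM primary screen giving 50% or more activity, confirmed by 40% or more on retest at that dose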; further: strong numbers were not always called active
Target sequence (P05107 whole entry, looked up, other chains not shown): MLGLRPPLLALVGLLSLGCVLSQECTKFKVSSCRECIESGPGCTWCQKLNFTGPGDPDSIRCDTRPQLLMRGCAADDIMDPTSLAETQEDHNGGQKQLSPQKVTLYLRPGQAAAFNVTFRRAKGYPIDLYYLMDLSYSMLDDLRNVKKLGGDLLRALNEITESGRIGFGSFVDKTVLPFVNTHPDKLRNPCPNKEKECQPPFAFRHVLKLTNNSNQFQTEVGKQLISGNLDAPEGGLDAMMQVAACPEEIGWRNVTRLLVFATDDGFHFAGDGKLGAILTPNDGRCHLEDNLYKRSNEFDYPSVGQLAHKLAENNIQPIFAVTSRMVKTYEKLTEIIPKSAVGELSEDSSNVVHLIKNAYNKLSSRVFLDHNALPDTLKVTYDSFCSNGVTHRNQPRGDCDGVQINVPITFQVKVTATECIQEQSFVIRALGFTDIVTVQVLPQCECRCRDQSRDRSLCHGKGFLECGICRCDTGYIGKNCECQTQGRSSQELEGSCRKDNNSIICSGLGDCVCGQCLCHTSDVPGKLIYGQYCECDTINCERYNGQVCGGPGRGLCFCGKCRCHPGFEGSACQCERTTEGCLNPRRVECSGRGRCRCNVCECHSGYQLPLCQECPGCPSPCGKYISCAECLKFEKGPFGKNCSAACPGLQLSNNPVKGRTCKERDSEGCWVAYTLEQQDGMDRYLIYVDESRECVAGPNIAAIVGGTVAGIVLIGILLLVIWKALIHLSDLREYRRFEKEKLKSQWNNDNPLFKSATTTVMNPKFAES
ERa SRC1 inh: ER-alpha (human) coactivator binding inhibition; P03372; TR-FRET ER-alpha LBD / SRC-1 peptide, estradiol-bound; inhibition, % at 25.6 µM; hit rate 1.7% among 86,000; AID 629; in the data active means inhibition above about 50%;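 further: 0% = receptor plus peptide control and 100% = peptide only without receptor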
ERb SRC1 inh: ER-beta (human) coactivator binding inhibition. Q92731. TR-FRET ER-beta LBD / SRC1-Cy5 peptide binding; receptor agonist-loaded with 1 µM estradiol. inhibition, % at 25.6 µM. hit rate 1.3% among 86,000. AID 633;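 active means compounds whose percent inhibition of the receptor-coactivator binding signal exceeds about 50% in the single-dose screen, limit read from the data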;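 further: 0% = receptor plus peptide wells without compound and 100% = peptide-only wells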
Smad3 inh: Smad3 (human) transcription factor binding inhibition; inhibition, % at 25 µM; hit rate 0.29% among 88,000; P84022; TR-FRET Smad3/Dy647-FoxH1 peptide binding, europium anti-His;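 active means compounds that reduce the energy-transfer binding signal between the protein and its labelled peptide by more than half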;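 further: 0% = Smad3 plus labelled peptide maximal FRET and 100% = peptide-only background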
MT1-MMP txn act: activates MT1-MMP transcription | HT1080 MT1-MMP promoter luciferase reporter, luminescence, overnight; stronger effect = higher value | activation factor at 10 µM | hit rate 0.16% among 86,000 | AID 750;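 active means activation factor of at least 2 for MT1-MMP transcription at 10 µM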
Lung fibro prol: blocks proliferation of human lung fibroblasts | LL 47 human lung fibroblast viability, ATP luminescence; stronger effect = lower value | viability, % at 10 µM | hit rate 1.1% among 85,000;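 active means viability at or below 50% in the single dose screen; inactive means viability above 50%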;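 further: compound exposure lasted 72 h before the ATP readout; 100% = median luminescence of untreated cell-only wells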
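Times – overnight cell rest, 72 h compound treatment at 37 °C · Test system – human lung fibroblast line LL 47, low passage · Amount – 1,150 cells in each well · Controls – cell-only wells, no compound · Doses – 0.1% DMSO in all compound wells · Measured by – CellTiter-Glo luminescence · Buffer or medium – IMEM plus 15% FBS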
HUVEC prolif 384: blocks proliferation of human endothelial cells | hit rate 1.1% among 86,000 | viability, % at 10 µM (by protocol) | HUVEC proliferation, CellTiter-Glo luminescence, 72 h; stronger effect = lower value;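 active means viability at or below 30%; inactive means viability above 30%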;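 further: 100% = median luminescence of DMSO-only cell control wells on each plate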
H69AR inhibit: blocks growth of human H69AR lung tumor cells. H69AR lung tumor viability, ATP luminescence, 72 h; stronger effect = lower value. viability, % at 10 µM. hit rate 6% among 85,000;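 active means viability at or below 40%; inactive means viability above 40%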;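 further: multidrug resistant small cell line overexpressing MRP-1 efflux transporter; 100% = mean luminescence of untreated control wells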
ERa SRC1 pot: enhances coactivator binding to human estrogen receptor alpha. TR-FRET ERalpha-LBD/SRC-Cy5 coactivator binding, 2 h; 100 = basal binding, no effect. coactivator binding (% of control), % at 25.6 µM. hit rate 1.3% among 86,000. AID 639; in the data active means activity above about 200%;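 further: binding measured in presence of low estradiol as agonist stimulus; 0% = peptide alone without receptor and 100% = receptor with peptide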
* hit, by the source's call; nt = no result given; [ ] = dose if it differs, or a comment. These rows are one share of the data; the hit share may differ from the screen's.

SMILES	CD11b adhes enh	ERa SRC1 inh	ERb SRC1 inh	Smad3 inh	MT1-MMP txn act	Lung fibro prol	HUVEC prolif 384	H69AR inhibit	ERa SRC1 pot
CCC(=O)c1ccccc1OCCN1C(=O)NC(C)(C)C1=O	-6	-2	-3	-9	1.1	94	102	86	130[fluorescence artefact?]
CCOC(=O)NC(=O)CSc1nc(C)cc(C)c1C#N	-4	-13[fluorescence artefact?]	-5	0	0.5	112	109	84	104
COc1ccc(O)c(-c2cc(-c3cccc(Br)c3)n[nH]2)c1	-1	2[fluorescence artefact?]	4[fluorescence artefact?]	6	1.8	96	43	36*	90
CCOc1cccc(C(=O)Nc2ccc(N(CC)CC)cc2)c1	0	7	15	21	1.2	91	60	20*	79
CCN(c1c(C)n(C)n(-c2ccccc2)c1=O)S(C)(=O)=O	-2	3	-7[fluorescence artefact?]	19[fluorescence artefact?]	0.9	107	93	90	100
COc1ccc(-c2nnc(SC(C)C(=O)Nc3c(C)n(C)n(-c4ccccc4)c3=O)o2)cc1 (centres undefined)	-6	-9	-12	3	1.1	98	100	82	102
CCOC(=O)c1cccc(NC(=O)C2CCN(S(=O)(=O)c3cccs3)CC2)c1	-2	-2	2	2	0.9	99	91	45	120
CCOC(=O)N1CCN(Cc2cccs2)CC1	1	-2[fluorescence artefact?]	-3[fluorescence artefact?]	6	1.1	108	104	103	109
CC(C)(C)NC(=O)COc1ccc(CNn2nnnc2N)cc1	-1	-11	-1	14	1.1	104	99	107	129
CC(C(=O)Nc1nccs1)N1C(=O)C2CC=CCC2C1=O (centres undefined)	0	3[fluorescence artefact?]	2[fluorescence artefact?]	26[fluorescence artefact?]	1.2	102	100	103	147
CSc1nc2c(c(=O)n1C)SC(C)C2 (centres undefined)	-2	-11	-3	3	1.1	101	109	99	118
CCN(Cc1ccccc1)C(=O)C1CCC(CNc2c(N3CCOCC3)c(=O)c2=O)CC1 (centres undefined)	-1	3[fluorescence artefact?]	1	-1	nt	103	104	94	86
Cc1nn(C)cc1C(N)=O	2	-2[fluorescence artefact?]	0[fluorescence artefact?]	-15	1.1	104	99	104	112
Cc1cc(C)n(-c2nc3ccccc3c(=O)n2OCC(=O)OCc2ccccc2)n1	8	1[fluorescence artefact?]	-6[fluorescence artefact?]	4	1.3	27*	60	9.8*	105
c1ccc(-c2csc3ncnc(NCCN4CCOCC4)c23)cc1	-3	-8	-10	12	1.1	81	79	54	103
COc1ccc(S(=O)(=O)N(C)CC(=O)NCCC2=CCCCC2)cc1	-2	1	-1	5	1.1	93	102	111	96
CCOC(=O)N1CCN(C(=O)CN(c2cc(C(F)(F)F)ccc2Cl)S(C)(=O)=O)CC1	2	-4[fluorescence artefact?]	-4	-5	1.1	104	105	56	117
Cc1ccc(C)c2[nH]c(=O)c(CN(Cc3ccco3)C(=O)Nc3ccccc3)cc12	0	-10	-7	0	0.9	92	78	61	112
O=C(NCCC1=CCCCC1)C1COc2ccccc2O1 (centres undefined)	1	-25	-28	9	1.4	92	106	88	94
CC1CCN(CCCNC(=O)c2cn(C)c3ccc(S(=O)(=O)N4CCCC4)cc3c2=O)CC1	-2	2	-1	11	1	98	101	99	106
O=C(Cn1nc(-c2ccccc2)c2ccccc2c1=O)Nc1ccc2c(c1)nc1n2CCOC1	2	22	47[fluorescence artefact?]	-10	1	102	103	29*	209*[fluorescence artefact?]
O=C(Nc1ccc2c(c1)OCO2)c1cccc2c1C(=O)N(C1CCCCC1)C2	nt	10	12	9	1.2	107	94	92	65[fluorescence artefact?]
COc1ccc(CNC(=O)CSc2nnc(C)s2)cc1	-7	0	-2	1	1.2	103	102	93	106
COc1cc(C(=O)N2CCC(NC(=O)C(Cc3ccccc3C)NC(C)=O)CC2)cc(OC)c1OC (centres undefined)	7	-9	-11	-5	1	101	104	88	108
NC(=O)Cn1cnc(-c2ccccc2)c1	0	-125[fluorescence artefact?]	-2	4[fluorescence artefact?]	1.2	76	98	95	93
Continued.
SMILES	CD11b adhes enh	ERa SRC1 inh	ERb SRC1 inh	Smad3 inh	MT1-MMP txn act	Lung fibro prol	HUVEC prolif 384	H69AR inhibit	ERa SRC1 pot
CCOC(=O)CNC(=O)CSc1nc2cccnc2n1C1CCCCC1	-2	15[fluorescence artefact?]	3[fluorescence artefact?]	-1	1.1	104	85	92	68
Cc1cc(C)cc(N(C(C)C(=O)NCCC2=CCCCC2)S(C)(=O)=O)c1 (centres undefined)	-4	-2	-7	-17	1.1	91	105	46	109
CCN(CC)S(=O)(=O)c1ccc(C(=O)NCc2n[nH]c(=S)n2-c2ccccc2OC)cc1	-1	-4	-6	-13	nt	106	105	103	92
Clc1ccc(Cn2ncc3c(N4CCOCC4)ncnc32)cc1	-1	-4	-3	-10	1.1	104	84	100	109
Cc1ccc(CCN2CC(C(=O)O)CC2=O)cc1 (centres undefined)	-6	-3	-7	8	1.2	101	102	92	82
CCOc1ccccc1-n1nnnc1SCC(=O)NC(=O)Nc1ccc2c(c1)OCCO2	3	-10	-7	-14	1	111	66	87	107
COc1ccc(C)cc1-n1nnnc1SC/C(O)=C(\C#N)c1nc2ccccc2[nH]1	5	25	19	16	1.5	86	70	51	78[fluorescence artefact?]
COc1ccc(/C=C/c2nc3sc4c(c3c(=O)o2)CCC4)cc1	nt	-5	-5	2[fluorescence artefact?]	1.1	115	106	99	117[fluorescence artefact?]
Cc1cccc(N2CCN(C(=O)CCCOc3ccccc3)CC2)c1C	1	-6	-7	-1	1.2	106	105	89	94
CC(=O)c1cc(C)ccc1OC(=O)c1ccco1	-1	0[fluorescence artefact?]	7[fluorescence artefact?]	9	1.1	101	97	102	100
CC(Sc1nnnn1-c1ccccc1)C(=O)Nc1ccc(Cl)cn1 (centres undefined)	2	4	-5	0	1	94	87	90	106[fluorescence artefact?]
COc1ccc(OC)c(CN2CCN(c3ccccc3OC)CC2)c1	-4	-3	5	8	1	92	80	85	69
CC(C)Nc1ncnc2c1cnn2-c1ccc(Cl)cc1	-6	1	0	18	nt	90	70	65	91
CCOC(=O)c1cc2occc2n1CC(=O)NCCOC	nt	-22	-15	1[fluorescence artefact?]	1.3	95	87	69	97
C=CCn1c(Cc2c(C)[nH]c3ccccc23)nnc1SCC(=O)NCc1ccc(F)cc1	nt	-2	-6	7	1.1	108	86	89	97
CCc1ccccc1NC(=O)CN(c1cccc(OC)c1)S(C)(=O)=O	5	15	0	3	1.1	109	114	94	80
COc1ccc(C2C(C(=O)Nc3ccccc3OC)=C(C)Nc3ncnn32)cc1 (centres undefined)	-3	-5	-11	-8	1	92	85	78	110
CCCCN1Cc2cc(C(=O)c3cc(OC)ccc3O)cnc2NC1=O	-2	1	-2	-7	1.1	88	85	87	95
O=c1[nH]n(-c2ccccc2)c(=O)c2ccccc12	-4	-7	1	-6	1.2	101	104	97	113
C/C(=C\C(=O)Nc1cc(C)on1)c1ccccc1	-1	-21	-13[fluorescence artefact?]	6	1.4	104	100	97	123
O=C1CC(c2ccccc2)=Nc2ccccc2N1	-3	6[fluorescence artefact?]	6[fluorescence artefact?]	7	1.1	95	96	92	111
CCOC(=O)N1CCN(C(=O)c2ccccc2CCc2ccccc2)CC1	0	4	1	-3	1.1	101	96	72	97
Cc1cccc2cc(CN(Cc3ccc(F)cc3)C(=O)N(C)C)c3nnnn3c12	-2	1	-8	1	1.2	97	84	68	110
CN1CCN(c2ccccc2NC(=O)COc2ccc(Br)cc2)CC1	0	4	7	10	nt	96	85	87	91[fluorescence artefact?]
Nc1ccc2oc3ccc(N)cc3c(=O)c2c1	12	33[fluorescence artefact?]	-7	6	1.1	105	96	91	25[fluorescence artefact?]
The list continues.
SMILES	CD11b adhes enh	ERa SRC1 inh	ERb SRC1 inh	Smad3 inh	MT1-MMP txn act	Lung fibro prol	HUVEC prolif 384	H69AR inhibit	ERa SRC1 pot
CCC(C)(C)n1nnnc1CN1CCC(NC(=O)c2ccc(Br)cc2)CC1	nt	-26	-19[fluorescence artefact?]	7	1.3	95	94	79	101
CS(=O)(=O)N1N=C(c2ccc(Br)cc2)CC1c1cccs1 (centres undefined)	-3	0	-11	-13	1.4	102	97	113	110
O=C(O)c1ccc2c(c1)C(=O)N(C(Cc1ccccc1)C(=O)O)C2=O (centres undefined)	0	-3	-4	-1	1.1	104	91	98	124
Cn1cc(C(=O)c2ccccc2)cc1-c1nc2ccccc2n1C	3	-9	1	-3	1	102	89	69	106
CCC(=O)Nc1ccc(N2CCCCC2)c(C(=O)Nc2ccccc2C)c1	-3	0	9	-2	1	94	104	81	98
Oc1ccc(Br)cc1-c1cc(-c2ccc(Cl)cc2)n[nH]1	1	5	0	-9	1.6	39*	8.1*	54	103
N#CCCN(CCC#N)c1nncs1	-1	-2	-7	8	1	111	98	96	127
Cc1cc(C)c(C#N)c(SCCS(=O)(=O)c2ccc(C(C)(C)C)cc2)n1	1	6[fluorescence artefact?]	8[fluorescence artefact?]	11[fluorescence artefact?]	1.1	78	90	78	128
CCCCN1CCc2c1nc1ccc(Br)cc1c2N	-1	15	-6	3	1.1	28*	13*	68	86
O=C(CN1C(=O)C2CC=CCC2C1=O)Nc1ccc(S(=O)(=O)NC2=NCCCCC2)cc1 (centres undefined)	-4	-1	4	-17	0.9	98	101	94	96
CC(=O)Oc1ccc2c(C)c(CC(C)O)c(=O)oc2c1 (centres undefined)	-2	2	5[fluorescence artefact?]	7	1.1	109	91	88	132
CCOc1ccc(N(CC(=O)NC2CCCCCC2)S(=O)(=O)c2c(C)[nH]c(=O)[nH]c2=O)cc1	6	8[fluorescence artefact?]	17[fluorescence artefact?]	-4	nt	104	102	96	104
Cc1cccc(NC(=O)CSCc2c(C)noc2C)c1C	-3	8	20[fluorescence artefact?]	5	1.2	nt	89	62	105
O=C(Nc1ccc(F)cc1)N(Cc1ccco1)Cc1cc2cc3c(cc2[nH]c1=O)OCO3	1	17	17	7	1.2	94	77	31*	120
CN(c1ccc(C(=O)O)cc1)S(=O)(=O)c1ccccc1	-1	-28	-30[fluorescence artefact?]	17	1.1	97	93	91	104
O=c1[nH]nc(CNc2ccc(O)cc2)c2ccccc12	-3	7	17	-4	1.1	99	99	76	86
CCOC(=O)C1CCN(S(=O)(=O)c2cccc(-c3cn4ccccc4n3)c2)CC1	-1	-6[fluorescence artefact?]	-8[fluorescence artefact?]	-22	1	101	102	90	96
CCc1ccc(C2CC(c3cccc(OC)c3)n3nc(N)nc3N2)cc1 (centres undefined)	6	1	10[fluorescence artefact?]	-5	1	98	104	88	91
C=CCNC(=O)C12CC3CC(C1)CC(C(=O)NCC=C)(C3)C2	nt	15	12	-11	1.1	95	92	99	100
O=C(Nc1ccc(S(=O)(=O)N2CCCC2)cc1Cl)C1=COCCO1	-1	1[fluorescence artefact?]	-2	7	1.1	92	86	87	122

Entries of single compounds, quoted from the list. Values in the order: CD11b adhes enh, ERa SRC1 inh, ERb SRC1 inh, Smad3 inh, MT1-MMP txn act, Lung fibro prol, HUVEC prolif 384, H69AR inhibit, ERa SRC1 pot
N#CCCN(CCC#N)c1nncs1 in the list: -1, -2, -7, 8, 1, 111, 98, 96, 127
CCC(C)(C)n1nnnc1CN1CCC(NC(=O)c2ccc(Br)cc2)CC1 in the list: nt, -26, -19[fluorescence artefact?], 7, 1.3, 95, 94, 79, 101
CCOC(=O)C1CCN(S(=O)(=O)c2cccc(-c3cn4ccccc4n3)c2)CC1 in the list: -1, -6[fluorescence artefact?], -8[fluorescence artefact?], -22, 1, 101, 102, 90, 96
Cc1cccc(NC(=O)CSCc2c(C)noc2C)c1C in the list: -3, 8, 20[fluorescence artefact?], 5, 1.2, nt, 89, 62, 105
O=C(Nc1ccc(F)cc1)N(Cc1ccco1)Cc1cc2cc3c(cc2[nH]c1=O)OCO3 in the list: 1, 17, 17, 7, 1.2, 94, 77, 31*, 120

Compound activity deposited in PubChem by several laboratories.
